High-throughput results deposited in PubChem BioAssay by Sanford-Burnham Center for Chemical Genomics.
Gli-Sufu block: Gli-Sufu pathway antagonists, primary screen, luciferase luminescence, Sufu-KO-LIGHT cells, uHTS; Sufu-KO-LIGHT fibroblasts, Gli luciferase reporter luminescence; inhibition, % at 5 µM; 0.74% of 340,000 active; AID 588413, 2011;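 active = inhibition above about 55%, limit read from the data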;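 also: 0% = DMSO-treated cells and 100% = wells with medium but no cells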
Apaf1 inhib: inhibitors of human Apaf-1 apoptosome, primary screen, biochemical, DEVD-Rh110 fluorescence, uHTS; 0.71% of 330,000 active; Apoptotic protease-activating factor 1 (Homo sapiens), O14727; inhibition, % at 20 µM; reconstituted apoptosome caspase-3 activity; active = inhibition of at least 40% at 20 µM;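 also: plate controls were DMSO wells for no effect and DEVD-CHO caspase inhibitor wells for full effect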
Target sequence (O14727 whole entry, looked up): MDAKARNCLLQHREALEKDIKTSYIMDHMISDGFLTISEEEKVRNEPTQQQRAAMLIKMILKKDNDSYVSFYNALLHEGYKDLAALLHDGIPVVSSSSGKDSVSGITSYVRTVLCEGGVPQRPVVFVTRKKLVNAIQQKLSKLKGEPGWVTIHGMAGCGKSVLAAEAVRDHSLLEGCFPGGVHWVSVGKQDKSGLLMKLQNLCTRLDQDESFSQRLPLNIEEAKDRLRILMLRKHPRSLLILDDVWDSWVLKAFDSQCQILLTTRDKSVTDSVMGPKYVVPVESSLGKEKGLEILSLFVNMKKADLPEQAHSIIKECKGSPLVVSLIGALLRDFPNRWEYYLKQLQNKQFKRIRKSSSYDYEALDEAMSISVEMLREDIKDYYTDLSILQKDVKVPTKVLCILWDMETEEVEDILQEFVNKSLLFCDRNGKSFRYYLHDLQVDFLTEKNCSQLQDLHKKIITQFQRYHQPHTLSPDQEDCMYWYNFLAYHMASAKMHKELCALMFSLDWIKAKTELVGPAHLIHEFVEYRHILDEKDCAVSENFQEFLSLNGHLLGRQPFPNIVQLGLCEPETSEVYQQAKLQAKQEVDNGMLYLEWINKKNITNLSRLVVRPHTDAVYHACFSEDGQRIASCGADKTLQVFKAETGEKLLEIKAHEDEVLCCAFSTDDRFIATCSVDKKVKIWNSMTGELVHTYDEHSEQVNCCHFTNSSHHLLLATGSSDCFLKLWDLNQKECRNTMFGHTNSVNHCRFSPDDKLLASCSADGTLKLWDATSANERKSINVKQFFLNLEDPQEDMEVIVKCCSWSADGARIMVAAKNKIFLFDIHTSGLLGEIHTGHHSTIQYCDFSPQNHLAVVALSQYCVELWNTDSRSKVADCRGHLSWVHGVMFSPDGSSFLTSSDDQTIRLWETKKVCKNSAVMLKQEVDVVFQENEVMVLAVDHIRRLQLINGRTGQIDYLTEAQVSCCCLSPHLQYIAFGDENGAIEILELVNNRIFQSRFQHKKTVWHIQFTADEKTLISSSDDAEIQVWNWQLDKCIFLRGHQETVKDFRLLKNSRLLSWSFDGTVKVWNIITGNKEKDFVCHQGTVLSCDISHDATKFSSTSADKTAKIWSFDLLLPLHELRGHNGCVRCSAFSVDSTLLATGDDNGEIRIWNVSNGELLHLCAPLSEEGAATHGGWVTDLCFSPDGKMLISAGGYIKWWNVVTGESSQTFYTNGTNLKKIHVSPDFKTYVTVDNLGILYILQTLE
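Medium: Hepes buffer, pH 7.5 / System: biochemical Apaf-1 apoptosome reconstitution / Measured by: Rh110 fluorescence, excitation 480 nm, emission 540 nm / Times: compound with Apaf-1, dATP, procaspase-3 30 min, then 50 min reaction, room temperature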
HKDC1 inh: HKDC1 hexokinase inhibitors, primary screen, biochemical, fluorescence, uHTS; Q2TB90; recombinant HKDC1, G6PDH/diaphorase resazurin coupled fluorescence; inhibition, % at 20 µM; 0.16% of 340,000 active; AID 493160, 2011;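 active = inhibition above about 35% when tested at 20 µM, limit read from the data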;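 also: plate controls were DMSO wells with enzyme for no effect and DMSO wells lacking enzyme for full effect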
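Assay system: in-house recombinant HK5 (HKDC1) enzyme. Input: HKDC1 at 5 µg/mL. Medium: Tris pH 8.0 buffer with MgCl2, Tween-20, BSA, BME. Dosing: single 20 µM dose. Schedule: 90 min reaction incubation at room temperature, dark. Signal: resazurin-to-resorufin fluorescence via G6PDH and diaphorase coupling, 525/613 nm. Controls: DMSO-enzyme wells negative, buffer-substituted wells positive.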
Jurkat NFkB inh: inhibitors of induced NF-kB luciferase reporter, primary screen, TCR NF-kB activation inhibitor project, cell-based, luminescence, uHTS | Jurkat, PMA/ionomycin-induced NF-kB luciferase reporter | inhibition, % at 4 µM | 0.53% of 330,000 active | AID 435003, 2010
697 NFkB inh: inhibitors of PMA/ionomycin-induced NF-kB reporter, 697 cells, primary screen, B-cell NF-kB inhibitor project, cell-based, luminescence, uHTS | 697 B-cell NF-kB luciferase reporter, 16 h | inhibition, % at 4 µM | 0.33% of 330,000 active | AID 435022, 2010; in the data active = inhibition above about 35%
SENP7 block: SENP7 protease inhibitors, primary screen, biochemical, luminescence, uHTS; Sentrin-specific protease 7 (Homo sapiens), Q9BQF6; recombinant SENP7, Z-RLRGG-aminoluciferin luminescence, 40 min; inhibition, % at 5 µM; 1.5% of 330,000 active; AID 434973, 2010;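 active = inhibition above about 50% at the single test dose, limit read from the data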;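 also: plate controls were DMSO with enzyme for no effect and no enzyme buffer wells for full effect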
SENP8 inh: SENP8 protease inhibitors, primary screen, biochemical, luminescence. purified SENP8, Z-RLRGG-aminoluciferin cleavage. inhibition, % at 10 µM. 1.2% of 330,000 active
UBC13 inh: UBC13 polyubiquitin chain formation inhibitors, primary screen, biochemical, TR-FRET, uHTS | inhibition, % at 20 µM | AID 485273, 2010 | 0.47% of 330,000 active; in the data active = inhibition above about 45%, passing the limit was not always enough; inconclusive = no clear call, values can overlap the other calls
Active calls of the source: *; u = inconclusive; x = no result given. Rule as the data show it, unless noted: active = inhibition above about 50%; inactive = the rest. The order is random (roughly 3.6% active in at least one column).

Start of the listing, in advance:
SMILES	Gli-Sufu block	Apaf1 inhib	HKDC1 inh	Jurkat NFkB inh	697 NFkB inh	SENP7 block	SENP8 inh	UBC13 inh
Cc1nn(CC(=O)Nc2ccc(F)cc2)c(=O)c2ccccc12	-1	5	-6	9	21	5	1	0
Cc1cc(NC(=O)c2cc(-c3ccncc3)nc3ccccc23)ccc1Br	3	22	1	28	-18	-5	-4	-11

The list itself, repeating the preview:
SMILES	Gli-Sufu block	Apaf1 inhib	HKDC1 inh	Jurkat NFkB inh	697 NFkB inh	SENP7 block	SENP8 inh	UBC13 inh
Cc1nn(CC(=O)Nc2ccc(F)cc2)c(=O)c2ccccc12	-1	5	-6	9	21	5	1	0
Cc1cc(NC(=O)c2cc(-c3ccncc3)nc3ccccc23)ccc1Br	3	22	1	28	-18	-5	-4	-11
COc1cc2c(cc1OC)CN(C(=O)C1CCN(S(=O)(=O)c3ccccc3F)CC1)CC2	38	4	1	6	-4	-4	0	0
CC1(C)S[C@@H]2[C@H](NC(=O)C(NC(=O)N3CCNC3=O)c3ccccc3)C(=O)N2[C@H]1C(=O)O (some centres not stated)	1	7	-5	-8	3	-15	-12	-1
Cc1ccc(C(=O)NC(=S)Nc2cccc3nsnc23)cc1	16	59*	8	-23	-68	13	12	6
CC(=O)NS(=O)(=O)c1ccc(N=NN2CCCCC2)cc1	-6	-16	-8	-9	-32	-1	-7	-19
Cc1ccc(S(=O)(=O)N2CCCC(C(=O)NC3=NCCS3)C2)cc1 (configuration not stated)	-3	10	-6	-23	0	-3	-2	0
Cc1nc2ccc(NC(=O)c3nn(C(C)C)c(=O)c4ccccc34)cc2s1	17	9	11	1	-2	-5	-11	-2
CCOC(=O)c1ccc2[nH]c(C)c(C)c2c1	9	5	-4	-19	-28	-3	-3	3
Cn1nc(-c2ccccc2)c(CN2CCN(c3ncccn3)CC2)c1Cl	10	14	-2	4	-7	-4	-5	-2
COc1cccc2cc(C(=O)NCc3ccccc3Br)c(=O)oc12	6	-6	-4	-2	-29	7	-14	2
Fc1ccc(NC(=S)Nc2cccc3ccccc23)cc1F	11	81*	8	5	-37	21	48	-32
CC(=O)c1ccc(NC(=O)COC(=O)CCN2C(=O)c3cccc([N+](=O)[O-])c3C2=O)cc1	-6	3	-14	-9	-6	3	-4	-31
O=S(=O)(Nc1ccccc1)c1ccc(-c2cnc(C3CC3)o2)cc1	5	9	7	53*	-113	0	5	-1
COc1ccc2nc(NC(=O)/C=C/c3ccc4c(c3)OCO4)sc2c1	x	-19	x	4	26	3	0	-14
COc1ccc(NC(=O)N2CCCC2C(=O)NCc2ccc(C)cc2)cc1 (configuration not stated)	-1	-8	-1	9	8	-5	-7	2
CCCc1nc2nc(C)c(NS(=O)(=O)c3ccc(C(C)(C)C)cc3)c(=O)n2[nH]1	-1	4	4	2	9	-2	-10	-4
C#C[C@]1(OC(C)=O)CCC2C3CCC4=CC(=O)CC[C@@H]4C3CC[C@@]21C (some centres not stated)	6	11	-5	-1	-2	-9	-8	-12
Cc1ccc(OCCC(=O)OCC(=O)NC(=O)c2ccccc2)cc1	-8	11	2	9	-11	3	4	-4
COc1ccc(-c2csc3ncnc(N4CCN(S(=O)(=O)c5ccc(C)c(C)c5)CC4)c23)cc1	3	18	4	10	6	-7	-6	-7
CC(=O)c1ccccc1NC(=O)COC(=O)c1cc[n+]([O-])cc1	-5	-7	7	5	0	-2	5	6
Cc1ccccc1C(=O)N1N=C(c2cccc(NS(C)(=O)=O)c2)CC1c1cccs1 (configuration not stated)	1	4	3	-4	-7	1	1	2
COc1cc(/C=N\NC(=O)c2cccc(Cl)c2)ccc1Oc1ccc([N+](=O)[O-])cn1	-1	-8	-1	26	7	-3	-5	2
CC[C@H](C)[C@@H](CN[C@H](CCCCNC)CNC)NCC1CCCC1	3	21	0	8	10	2	-4	6
Cc1ccc(C)c(N2CCN(C3CCCCC3NS(=O)(=O)c3ccccc3)CC2)c1 (configuration not stated)	10	13	5	2	2	7	-5	-4
CNC(=O)c1c[nH]c2ccc(S(=O)(=O)Nc3ccccc3F)cc2c1=O	0	8	6	-18	7	3	2	-2
COc1ccc([N+](=O)[O-])cc1NC(=O)c1ccc(CN(c2ccccc2)S(C)(=O)=O)cc1	7	8	2	7	3	4	3	8
CC(=O)NCCNc1nc2c(-c3cccc(C(F)(F)F)c3)nnn2c2ccccc12	10	7	-3	11	-18	-6	0	u
CCOC(=O)CN(C(=O)CSc1nnc(COc2ccc(OC)cc2)n1CC)c1ccccc1	18	3	-7	-3	22	1	-2	19
O=C1C(=O)N(CC2COc3ccccc3O2)c2ccccc21 (configuration not stated)	-2	17	19	-13	-5	-5	4	4
Cc1nc2cc(N3CCOCC3)c(NC(=O)C3CC3)cc2c(=O)n1Cc1ccccc1	-9	-3	4	-33	3	-7	-6	7
COc1ccc(-c2nn(-c3ccccc3)cc2C(=O)O)cc1	0	-3	-5	6	10	2	-1	3
CC1CN(S(=O)(=O)c2cccc(C(=O)OCC(=O)Nc3ccc4c(c3)OCO4)c2)CC(C)O1 (configuration not stated)	-12	-1	0	-3	17	13	0	-2
CS(=O)(=O)N1CCN(c2ccc([N+](=O)[O-])c(NCc3cccnc3)c2)CC1	13	1	-1	-5	13	-9	7	-18
COCCN(C(=O)c1snc(C(N)=O)c1N)C(C(=O)NC1CCCCC1)c1ccc(F)cc1 (configuration not stated)	5	8	-6	-6	4	-11	-5	5
CC(C)CC(=O)N1CCN(Cc2ccc(Cl)cc2)CC1	11	-6	0	-14	-6	2	-5	0
COc1ccc(C(=O)C2CN(c3ccccc3)CC2c2ccc(Cl)cc2)cc1 (configuration not stated)	5	-9	-1	6	23	-4	1	-6
COc1ccc(/C=C/C(=O)OCC(=O)N(C)c2c(N)n(Cc3ccccc3)c(=O)[nH]c2=O)cc1OC	-2	-3	3	-17	-2	1	-11	0
Cc1c(C(=O)Nc2nccs2)oc2ccc(F)cc12	-72	-14	4	-127	-86	28	-6	5
Cc1ccc(S(=O)(=O)CC(=O)N2CCCCCC2)cc1	-1	1	-3	12	10	7	4	8
COc1cccc(-c2nc(-c3ccccc3)no2)c1	-113	-5	7	-142	-279	95*	89*	3
COc1ccccc1C(=O)Nc1ccc(S(=O)(=O)N2CCCCC2)cc1	-19	11	-1	10	2	-2	-8	-4
CC[n+]1ccc(/C=C/c2c[nH]c3ccccc23)cc1	46	-5	-4	42	-13	1	2	-164
Cc1ccc(-c2ccc(SCC(=O)Nc3ccc4c(c3)OCCO4)nn2)cc1	-6	7	-1	-1	-47	4	5	-1
COCCNC(=S)N(CCN(C)C)Cc1cc2cc3c(cc2[nH]c1=O)OCO3	13	-19	-3	-5	-11	9	-9	-2
O=C(NCCc1ccccc1)C1CCN(C2CCN(C(=O)CC3=CCCCC3)CC2)CC1	-1	-7	-1	14	3	6	0	-6
CCc1nnc(NC(=O)CSc2nnc(-c3ccccc3OC)n2-c2ccc(C)cc2)s1	10	12	6	6	7	-4	-2	1
O=C(CSc1ccc(-c2cccs2)nn1)Nc1ccccc1F	x	2	4	-4	13	4	-1	6

5 records picked at random from those above:
SMILES	Gli-Sufu block	Apaf1 inhib	HKDC1 inh	Jurkat NFkB inh	697 NFkB inh	SENP7 block	SENP8 inh	UBC13 inh
COc1ccc(/C=C/C(=O)OCC(=O)N(C)c2c(N)n(Cc3ccccc3)c(=O)[nH]c2=O)cc1OC	-2	-3	3	-17	-2	1	-11	0
Cc1ccc(-c2ccc(SCC(=O)Nc3ccc4c(c3)OCCO4)nn2)cc1	-6	7	-1	-1	-47	4	5	-1
COc1ccccc1C(=O)Nc1ccc(S(=O)(=O)N2CCCCC2)cc1	-19	11	-1	10	2	-2	-8	-4
COc1ccc(C(=O)C2CN(c3ccccc3)CC2c2ccc(Cl)cc2)cc1 (configuration not stated)	5	-9	-1	6	23	-4	1	-6
COc1cccc(-c2nc(-c3ccccc3)no2)c1	-113	-5	7	-142	-279	95*	89*	3

(list continues)
SMILES	Gli-Sufu block	Apaf1 inhib	HKDC1 inh	Jurkat NFkB inh	697 NFkB inh	SENP7 block	SENP8 inh	UBC13 inh
Cc1ccc(NC(=O)C2CC(=O)N/C(=N/NC(=O)c3ccc(C)cc3)S2)cc1 (configuration not stated)	-2	-1	0	-4	12	6	-6	5
COC(=O)CSc1ncnc2c1sc1nc(-c3ccco3)c3c(c12)CC(C)(C)OC3	x	38	x	8	24	-1	-3	-14
O=C(N/N=C/c1cccc(O)c1)N/N=C/c1cccc(O)c1	6	16	1	-17	-1	-7	-9	1
CCOc1ccc(CCNC(=O)CCc2nc(-c3ccc(C)cc3)no2)cc1OCC	-2	7	-5	11	-18	-2	-11	5
C(#CCN1CCOCC1)COC(c1ccccc1)c1ccccc1	-9	7	-5	3	4	4	5	-1
O=C(CCCN1C(=O)[C@H]2CC=CC[C@H]2C1=O)NCc1nc(-c2ccc(Cl)cc2)no1	2	4	-4	8	-5	-1	-4	9
CCN1C(=O)[C@H]2[C@@H](c3ccc(C)cc3)N3C(=O)N(c4cccc(Br)c4)C(=O)[C@@]3(CC)[C@H]2C1=O	-1	16	-1	9	-2	-13	-13	7
O=C(CNC(=O)c1cccnc1)N/N=C/c1ccc(O)cc1O	4	-11	-35	-2	-6	-1	-8	-2
CC(C)(C)NC(=O)NC(=O)CN1CCN(c2ncc(C(F)(F)F)cc2Cl)CC1	-11	20	-3	4	-5	9	4	7
Cc1ccsc1C(=O)Nc1ccc(O)c(-c2nc3ccccc3s2)c1	-10	10	-3	-10	-11	8	-7	-7
Cc1oc(=O)c(NC(=O)c2ccccc2)cc1C(C)O (configuration not stated)	2	-11	-9	-4	1	-6	-14	-9
O=C(Nc1ccc([N+](=O)[O-])cc1)Nc1ccc(N2CCOCC2)c2nonc12	13	27	8	-9	10	12	6	-24
CC(C)(Oc1ccc(Cl)cc1)C(=O)OCC(=O)N1CCN(c2ccccc2)CC1	-10	5	-3	-9	-2	-1	4	-1
COC(=O)c1ccc2c(=O)n(Cc3ccco3)c(SCC(=O)Nc3cc(C)on3)nc2c1	7	16	-7	-4	-51	4	0	-16
CN1CCC(N(C)C(=O)c2cc(-c3ccccc3Cl)nc3ccccc23)CC1	3	16	-7	-12	1	-3	-10	-5
COc1cc([N+](=O)[O-])cc2sc(NC(C)=O)nc12	-33	-12	4	9	24	-2	-10	-32
Cc1cc(-c2nnc(CCC(=O)NC(c3ccccc3)c3ccccc3)o2)no1	-1	-2	-8	-11	-21	5	-2	-2
Cc1cc(NC(=O)NC(C)(C(F)(F)F)C(F)(F)F)no1	9	1	2	0	4	5	-3	9
Cc1ccccc1CN1[C@@H]2c3ccccc3C[C@@H]2OCCS1(=O)=O	-6	7	7	-3	8	6	8	2
O=C(CCc1c[nH]c2ccccc12)NCCc1ccc(O)cc1	1	4	-6	-20	-5	-1	0	4
Cc1c(NC(=O)CN2CCN(c3ccc(O)cc3)CC2)c(=O)n(-c2ccccc2)n1C	2	0	-2	9	8	11	3	4
CC(C)n1c(NCc2nc3ccccc3n2C)nc2ccccc21	-2	6	-8	7	9	0	-10	0
O=C(Nc1ccc(Cl)cc1)c1cc(Br)ccc1OCC(=O)N1CCOCC1	2	4	-1	-16	-20	-2	-1	2
CCCCOCCCN1CC(=O)N2[C@@H](Cc3c([nH]c4ccccc34)C2(C)C)C1=O	5	19	0	-13	-18	-8	-5	2
CSc1ccc(NC(=O)CC(C)=O)cc1	-10	5	-3	9	14	1	-5	-7
CS(=O)(=O)NCCSc1cc(C(F)(F)F)nc2ccccc12	4	-22	-2	-4	3	-5	9	0
O=C(CSc1ncnc2c1nnn2-c1ccc(F)cc1)NCc1ccco1	10	1	-4	2	20	3	-8	3
